# Compound activity from PubChem BioAssay.
# PV pol inh: poliovirus RNA polymerase inhibition | % elongation, % (compound at 16.7 µg/mL) | poliovirus polymerase elongation, fluorescence polarization; stronger effect = lower value | AID 588519 | 0.66% of 150,000 active | P03300; in the data active means % elongation below about 90%; further: some results filed as inactive read as strong as hits
# Target sequence (P03300 1749-2209 limits assumed): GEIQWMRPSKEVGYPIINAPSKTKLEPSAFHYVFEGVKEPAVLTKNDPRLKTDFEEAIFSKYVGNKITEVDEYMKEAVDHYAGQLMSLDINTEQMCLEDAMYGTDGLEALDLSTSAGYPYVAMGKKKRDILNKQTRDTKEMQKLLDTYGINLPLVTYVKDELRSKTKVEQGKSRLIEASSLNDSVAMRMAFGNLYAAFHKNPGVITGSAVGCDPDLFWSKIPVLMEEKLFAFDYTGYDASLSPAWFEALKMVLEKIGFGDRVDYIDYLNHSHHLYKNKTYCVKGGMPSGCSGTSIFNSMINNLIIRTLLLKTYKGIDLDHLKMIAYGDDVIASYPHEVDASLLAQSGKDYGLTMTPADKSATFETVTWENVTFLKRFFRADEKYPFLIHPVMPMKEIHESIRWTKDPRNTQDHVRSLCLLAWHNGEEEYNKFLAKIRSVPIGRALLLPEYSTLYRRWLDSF
# PV pol inh FP z-score: second read-out of PV pol inh, no call of its own (marks repeat the call); z-score; measured here: FP z-score; hits read low
# Starred values were filed as active, the others as inactive. Some of the compounds tested. The share of hits here may be higher or lower than overall.
SMILES,PV pol inh,PV pol inh FP z-score
COc1ccc2oc(=O)c(C(=O)NCc3ccc4c(c3)OCO4)cc2c1,103,0.2
O=c1[nH]c2cc3c(cc2[nH]c1=O)OCCO3,100,-0.2
COC(=O)C1=C(C)NC(=O)NC1c1cn(-c2ccccc2)nc1-c1ccc(F)cc1 (centres undefined),102,0.2
Cc1nnc(C)n1/N=C/C=C\c1ccco1,108,0.4
O=C(Nc1ccc(F)c(Cl)c1)N1CCC2(CC1)Oc1ccccc1C(=O)N2Cc1ccccc1F,108,-0.7
Cc1ccc(NC(=O)Cn2cc(S(=O)(=O)N3CCN(c4ccccc4F)CC3)c3ccccc3c2=O)cc1F,115,1.7
CC1=C(C(=O)Nc2ccc(C)cc2Cl)C2(CCCCC2)OC1=O,107,0.5
CN(C)c1ccc(CNC(=O)CCn2cccn2)cc1,105,-0.2
Cc1nnc(SCC(=O)N2CCCC2)s1,103,0.4
CN(C)S(=O)(=O)c1cccc(C(=O)NC(C)(C)C)c1,102,0.2
COc1cccc(-c2noc(COc3ccccc3Cl)n2)c1,122,0.5
Cc1ccc(N(CC(=O)NCC(C)c2ccccc2)S(=O)(=O)N(C)C)cc1 (centres undefined),105,-0.4
CCOC(=O)c1sc(NC(C)=O)cc1C,102,0.2
CCCn1c2ccccc2c2cnn(CC(=O)N(Cc3ccccc3)C(C)C)c(=O)c21,103,-0.7
CCNC(=O)c1ncoc1-c1cccs1,98,-1.1
CN(C(=O)C1CC1)c1ccccc1C(=O)NCc1ccccc1,101,-0.6
O=C(OCc1ccccn1)C1CCCCN1S(=O)(=O)c1ccccc1 (centres undefined),98,-0.6
CCC(C(=O)OC)n1c(-c2ccccc2)nc2ccccc2c1=O (centres undefined),104,0.8
O=C(Oc1ccc2c(c1)OCO2)c1c(Cl)cccc1Cl,105,1.8
O=C(c1cnc2cc3c(cc2c1)OCCO3)c1ccccc1O,107,0.6
CCc1ccc(N2NC(=O)C(=C(C)C)C2=O)cc1,104,0.4
COc1ccc(CN2CCN(C(=O)Cn3c(=O)c4cccn4c4cccnc43)CC2)c(OC)c1OC,100,-1.1
Cc1ccc(NC(=O)CN(C)C(=O)Cc2ccccc2F)cc1,101,-0.2
CCOC(=O)C(C)ON1C(=O)c2ccccc2C1=O (centres undefined),102,-0.3
CCOc1cccc(C2c3c(oc4ccc(F)cc4c3=O)C(=O)N2c2cc(C)ccn2)c1 (centres undefined),109,0.7

# Single records, from the list above. Values in the order: PV pol inh | PV pol inh FP z-score
# CCOc1cccc(C2c3c(oc4ccc(F)cc4c3=O)C(=O)N2c2cc(C)ccn2)c1 (centres undefined) is listed with 109 | 0.7
# CN(C)S(=O)(=O)c1cccc(C(=O)NC(C)(C)C)c1 is listed with 102 | 0.2
# O=c1[nH]c2cc3c(cc2[nH]c1=O)OCCO3 is listed with 100 | -0.2
# Cc1ccc(NC(=O)Cn2cc(S(=O)(=O)N3CCN(c4ccccc4F)CC3)c3ccccc3c2=O)cc1F is listed with 115 | 1.7
# O=C(c1cnc2cc3c(cc2c1)OCCO3)c1ccccc1O is listed with 107 | 0.6

# Exported as labelled records: entries from further up.
> CCC(C(=O)OC)n1c(-c2ccccc2)nc2ccccc2c1=O (centres undefined)
  PV pol inh: 104
  PV pol inh FP z-score: 0.8
> Cc1ccc(NC(=O)Cn2cc(S(=O)(=O)N3CCN(c4ccccc4F)CC3)c3ccccc3c2=O)cc1F
  PV pol inh: 115
  PV pol inh FP z-score: 1.7

# The list continues.
SMILES,PV pol inh,PV pol inh FP z-score
COc1ccc(C2(Cc3nc4ccccc4[nH]3)C(=O)c3ccccc3C2=O)cc1,45,-5.4
NNC(=O)CCN1CCCCC1,99,-0.2
CC(Sc1nnc2c(Cl)cc(Cl)cn12)c1nnc(-c2cccs2)o1 (centres undefined),98,-0.6
O=P(O)(CN1CCCCC1)C1CCCCC1O (centres undefined),99,-0.4
Cc1nn(Cc2ccccc2)c(Cl)c1C(=O)OCC(=O)N(C)C1CCS(=O)(=O)C1 (centres undefined),99,-0.5
COc1ccc(CN(C)Cc2nc3cc(Cl)ccc3c(=O)[nH]2)c(OC)c1,106,0.5
COCCn1c(N)c(-c2nc3ccccc3[nH]2)c(O)c1N=Nc1ccc(F)c(F)c1,115,1.8
CCOC(=O)c1c(C)[nH]c(C)c1S(=O)(=O)N(C)CC(=O)NCc1ccc(C)cc1,103,-0.2
Cc1c(C(=O)Nc2ccccc2F)sc2ncnc(N(C)C3CCCCC3)c12,107,0
O=C(CN1CCC(n2nnc3ccccc32)CC1)Nc1ccccc1Cl,100,-1
CCc1ccc(NS(=O)(=O)c2ccc3c(c2)SCC(=O)N3)cc1,99,-0.9
CCC(=O)N1c2ccccc2CC1C(=O)NCCc1ccccc1Cl (centres undefined),105,-0.4
CCN(CC(=O)Nc1ccccc1OC)C(C)C(=O)c1[nH]c(C)c(C(=O)OC)c1C (centres undefined),99,-0.4
Cc1ccc(Oc2coc3cc(OCC(=O)NC4CCCCC4)ccc3c2=O)cc1,102,-0.8
COc1ccccc1C(=O)NCCn1cc(SCC(=O)Nc2ccccc2F)c2ccccc21,105,0.2
COc1ccc(C(=O)N2CC(=O)Nc3ccc(C)cc3C2c2ccccc2)cc1OC (centres undefined),108,0.6
CCOCCCn1c(SCC(=O)/C(C#N)=C(\C)N)nc2ccccc2c1=O,103,0.2
FC(F)(F)c1nnc2n1N=C(c1cc3ccccc3o1)CS2,98,-0.6
O=C(CSc1nnc2n1CCCCC2)N(Cc1cccs1)c1ccc2c(c1)OCCO2,106,-0.6
Cc1cccc(-c2nnc3sc(NC(=O)COc4ccccc4F)nn23)c1,103,0.6
O=C(NCc1ccccc1)c1ccc2c(c1)N(Cc1ccccc1)C(=O)CS2=O (centres undefined),102,0.7
O=C(c1ccco1)N1CCN(C(=O)c2cc3c(s2)CCCC3)CC1,103,0.4
COc1ccc2c(CC(=O)OCc3cccc(C#N)c3)coc2c1,99,-0.8
CNC(=O)Cn1cc2c(n1)-c1c(oc(C(=O)N3CCCC3)c1C)CC2,102,0.3
Cc1ccc(-c2cn3c4ccccc4nc3n2CCCN2CCCCC2)cc1,90*,-1.7*
# (next part)
SMILES,PV pol inh,PV pol inh FP z-score
NN1C(=O)c2ccccc2C1=O,105,0.3
COc1cc(CNCCSc2nnnn2C)ccc1OCc1ccc(F)cc1,100,-1.3
CCCCNC(=O)C1CCN(S(=O)(=O)c2cnc[nH]2)CC1,99,-0.7
CCOc1ccc(-c2nc(CN3CCN(S(=O)(=O)c4ccc(Cl)cc4)CC3)cs2)cc1,104,0.1
Cc1ccc(NC(=O)C2CC2)cc1NC(=O)C1CC1,102,0.3
CC1Cc2ccccc2N1C(=O)CSc1nnc(CSc2ncccn2)n1C (centres undefined),102,0.1
CC(=O)O/N=C(\C)c1[nH]c(C)c(/C(C)=N/OC(C)=O)c1C,98,-0.2
C=CCSc1ccccc1N,105,0.3
Cc1c(C(=O)N2CCC(C)CC2)c(S(=O)(=O)N2CCN(c3ccc(Cl)cc3)CC2)c(C)n1C,107,0.2
O=C(O)C1CCOCC1,103,0.5
CCN1CCN(C(c2ccc(SC)cc2)c2c(O)cc(C)n(CCOC)c2=O)CC1 (centres undefined),113,1
COc1c(O)c2c(=O)cc(OC)c3c4c(OC)cc(=O)c5c(O)c(OC)c(C[C@@H](C)OC(=O)c6ccccc6)c(c(c1C[C@@H](C)OC(=O)Oc1ccc(O)cc1)c23)c54,100,0
CCOC(=O)CCn1ccc(=O)[nH]c1=O,101,0
Cc1cc(C)cc(NC(=O)CSc2oc(-c3ccccc3)nc2S(=O)(=O)c2ccc(Cl)cc2)c1,99,-1.9
COc1ccccc1Cn1cc(C(=O)c2ccc(C)cc2)c(=O)c2cc(F)cc(F)c21,109,0.5
COc1cc(NC(=O)CC(C)S(=O)(=O)c2cc3c4c(c2)CCN4C(=O)CC3)cc(OC)c1 (centres undefined),108,0.1
CCc1c(C)sc2c1CCN(Cc1ccccc1F)C2c1ccccc1 (centres undefined),109,0.5
CC(C)(C)c1ccc(CSCc2nc3ccccc3[nH]2)cc1,106,1.6
Cc1ccc(-c2cc(N)n3nc(-c4ccc(C)cc4)cc3n2)cc1,102,-0.4
COc1ccc(Nc2nc(C(=O)NCc3ccco3)cs2)cc1,101,-0.2
CCC(=O)Nc1ccc(NCc2ccccc2C)cc1,100,0
CCN(CC)C(=O)c1cccc(Nc2ccc(-c3ccccc3OC)nn2)c1,101,-0.6
CCn1c(C(O)c2cc(C(C)(C)C)c(O)c(C(C)(C)C)c2)nc2ccccc21 (centres undefined),102,-0.1
CCn1nc(C)c(CCNC(=O)c2cc3c(=O)n(Cc4ccc(OC)cc4)ccc3nc2C)c1C,100,-0.4
CC(NC(=O)c1ccc(Br)o1)C1CC2CCC1C2 (centres undefined),100,-0.6

# 3 compounds from above, arranged by SMILES length, rising.
SMILES,PV pol inh,PV pol inh FP z-score
CCOC(=O)CCn1ccc(=O)[nH]c1=O,101,0
CC(NC(=O)c1ccc(Br)o1)C1CC2CCC1C2 (centres undefined),100,-0.6
COc1c(O)c2c(=O)cc(OC)c3c4c(OC)cc(=O)c5c(O)c(OC)c(C[C@@H](C)OC(=O)c6ccccc6)c(c(c1C[C@@H](C)OC(=O)Oc1ccc(O)cc1)c23)c54,100,0

# Remaining list, next part.
SMILES,PV pol inh,PV pol inh FP z-score
Cc1cc(C)c2c(CC(=O)N(Cc3ccc(Cl)cc3)Cc3ccco3)coc2c1,108,0.3
N#Cc1c(NC(=O)CSc2ccccc2)sc2c1CCC2,106,0.3
O=S1(=O)CC2C(C1)N(c1ccccc1)C(=S)N2c1ccccc1 (centres undefined),102,0.2
COc1ccc(Cl)cc1NC(=O)Cn1c(=O)n(-c2ccc(C)cc2)c(=O)c2ccc(C(=O)NCc3ccccc3Cl)cc21,100,-0.6
N#Cc1ccc(OCC(=O)NCc2ccco2)cc1,101,-0.3
CC12CC[C@@H]3C(=O)CCC(O)CC(=O)CC[C@H]3C1(O)CCC2C1=CC(=O)OC1 (some centres undefined),102,0.4
Cc1ccc(-c2nnn(CC(=O)N(CC(=O)NCCC(C)C)c3ccc(F)cc3)n2)cc1,105,-0.5
Cc1ccc(C)c(NC(=O)CCc2c(C)n(C)c3cc(-c4ccccc4C)nn3c2=O)c1,102,-1.2
COc1ccc(NC(=O)C2CCC(=O)N2C(=O)OCc2ccccc2)cc1 (centres undefined),103,0.1
COc1cc(C(=O)O)cc(I)c1OC1CCCC1,100,0
O=C(CSc1n[nH]c(-c2cccs2)n1)N1CCCc2ccccc21,102,0
CCCCCn1c(=N)c(C#N)cc2c(=O)n3ccccc3nc21,103,0.2
Cc1ccc(NC(=O)C(=O)NCC(c2cccnc2)N2CCN(Cc3ccccc3)CC2)cc1C (centres undefined),103,-1.4
CCc1ccc(NC(=O)CCN2C(=O)C3C4C=CC(C4)C3C2=O)cc1 (centres undefined),99,-0.1
O=C(Cn1c(-c2cccs2)cc2cc(F)ccc21)NCCCN1CCN(c2ccc(F)cc2)CC1,109,-0.1
Cc1cccc(Cn2c(COc3ccc(Cl)cc3)nc3ccccc32)c1,105,0.1
CC1Cc2cc(S(=O)(=O)NC3CCCC3)ccc2N1C(=O)C1CC1 (centres undefined),105,1.4
O=C(Oc1ccc(OC(=O)C2CCCCC2)c(Cl)c1)C1CCCCC1,105,0.3
Cc1noc(C)c1C(=O)N1CCCSc2ccccc21,104,0.2
Cc1ccc(-c2csc(C3=C(O)CN(N)C3=N)n2)cc1,107,0.5
O=C(C1CCC(Cn2c(=O)c3sccc3n(Cc3ccccc3F)c2=O)CC1)N1CCCCC1 (centres undefined),106,0
Cc1ccc2oc(=O)c3cnn(CC(=O)N(C)c4ccc(F)cc4)c3c2c1,106,-0.2
c1cncc(C2=NCCC2)c1,102,0.3
Cc1cc2c(cc3c(SCc4nc(-c5ccccc5)oc4C)nnc(C)n32)o1,107,-0.1
COCC(C)NCc1cc(C)c(OC)cc1C (centres undefined),101,0.4
# Next section:
SMILES,PV pol inh,PV pol inh FP z-score
O=S(=O)(c1ccc(-c2ccc(S(=O)(=O)N(CCO)CCO)cc2)cc1)N(CCO)CCO,102,0.9
COc1cccc(C(=O)Nc2cccc(NC(=O)c3ccc(Cl)cc3Cl)c2)c1,105,0.3
CSc1cccc(C(=O)Nc2sccc2C#N)c1,103,0.2
Cc1cc(OCc2nnc3n2CCCCC3)ccc1Cl,102,0.4
CC1CCCN(C(=O)C(C)OC(=O)c2c3c(nc4ccccc24)CCN(C)C3)C1 (centres undefined),95,-1.2
O=C(CSc1c(-c2ccccc2)c2cc(Cl)ccc2[nH]c1=O)NC1CCCC1,104,0.7
COc1ccc(S(=O)(=O)N2CCN(S(=O)(=O)c3ccccc3)CC2)cc1,103,0.3
CCOc1nc2cccnc2n(Cc2cccc(Cl)c2)c1=O,100,-0.5
CN(Cc1ccccc1)C(=O)C1c2ccccc2C(=O)N(C)C1c1cccs1 (centres undefined),101,0.1
CCn1cc(C(=O)NN)c(=O)c2cc(F)c(NC3CCCCC3)cc21,100,-0.3
CCOC(=O)C1CCN(CN2C(=O)C(=Nc3ccc(C)c(C)c3)c3ccccc32)CC1,103,0.1
CCC1CSC(Nc2ccccc2C(F)(F)F)=N1 (centres undefined),98,-0.5
OC1(C(F)(F)F)CC(c2ccc3c(c2)Nc2ccccc2S3)=NN1 (centres undefined),98,-0.9
COC(=O)c1c(F)c(F)c(F)c(F)c1C(=O)OC,100,0.1
CC(=O)Nc1nnc(CC(=O)N/N=C/c2ccc(Cl)cc2)s1,103,0.4
COc1ccc(NC(=O)C2CC(=O)NC(=Nc3ccccc3)S2)cc1 (centres undefined),105,0.8
CCc1cccc(NS(=O)(=O)c2ccc3c(c2)N(CC(=O)OC)C(=O)CS3)c1,114,1.3
Cc1ccc(-c2csc(CC(N)=O)n2)cc1,103,-0.1
COc1ccc(Br)cc1CN(C)C(=O)c1ccno1,99,-0.2
COc1ccc(CC(=O)Nc2cccc(-c3ccc4nncn4n3)c2)cc1,103,0.1
CC(C)c1ccc(-c2c3c(nc4ncnn24)-c2ccccc2C3=O)cc1,104,0.5
